Screening data from PubChem BioAssay.
pPAFAH FP inh: inhibitors of human plasma PAF acetylhydrolase (pPAFAH); AID 463082; Q13093; recombinant pPAFAH, FP-rhodamine probe fluorescence polarization; 330,000 compounds, 1.5% hits; inhibition, % at 3.39 µM;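 active = inhibition above the mean inhibition across the screen plus 3 SD, cut at about 25% in these data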;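 also: inhibitors block binding of the rhodamine activity-based probe so polarization drops; 0% = enzyme with DMSO and 100% = wells lacking pPAFAH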
PAFAH1B2 inh: inhibitors of human PAFAH1B2. inhibition, % at 3.39 µM. AID 492953. recombinant PAFAH1B2, FP-rhodamine activity probe, fluorescence polarization. P68402. 340,000 compounds, 1.2% hits;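 active = inhibition above the mean of all tested compounds plus 3 SD, cut at about 24% in these data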;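 also: 0% = enzyme with DMSO and 100% = wells lacking PAFAH1B2; many of its hits are not listed in these tables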
GLD-1 TGE inh: GLD-1-TGE RNA interaction inhibition (C. elegans); Q17339; purified GLD-1 + fluorescein TGE RNA, fluorescence polarization; inhibition, % at 5.96 µM; 320,000 compounds, 0.44% hits;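 active = percent inhibition above a per-plate cutoff, the plate mean of test compounds plus 3 SD, cut at about 30% in these data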;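 also: 0% = DMSO wells with GLD-1 and probe and 100% = wells lacking GLD-1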
Target sequence (Q17339 whole entry, looked up): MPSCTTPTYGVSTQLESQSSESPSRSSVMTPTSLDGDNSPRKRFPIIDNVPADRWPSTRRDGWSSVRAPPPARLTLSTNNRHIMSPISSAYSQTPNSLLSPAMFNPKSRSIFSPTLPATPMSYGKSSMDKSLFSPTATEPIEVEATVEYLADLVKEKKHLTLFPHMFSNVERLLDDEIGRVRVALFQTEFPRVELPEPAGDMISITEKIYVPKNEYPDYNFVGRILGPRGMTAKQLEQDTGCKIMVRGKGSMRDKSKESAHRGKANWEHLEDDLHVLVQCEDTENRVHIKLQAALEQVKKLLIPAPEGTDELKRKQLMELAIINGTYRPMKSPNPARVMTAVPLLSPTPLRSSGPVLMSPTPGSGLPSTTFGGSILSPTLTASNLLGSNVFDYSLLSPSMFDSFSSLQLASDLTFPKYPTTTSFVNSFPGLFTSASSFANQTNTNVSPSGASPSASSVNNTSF
MCL1 BIM primary: MCL1-BIM-BH3 interaction inhibition (human); GST-MCL1 / FITC-Bim-BH3 fluorescence polarization; Q07820; inhibition, % at 10.9 µM; 320,000 compounds, 0.68% hits;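 active = inhibition above the mean inhibition of all tested compounds plus 3 SD, set per campaign, cut at about 40% in these data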;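 also: 0% = DMSO wells and 100% = unlabeled Bim-BH3 peptide control; higher means more loss of mP so more displacement of Bim peptide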
MEX-5 binding: C. elegans MEX-5 TCR-2 RNA binding activity; Q9XUB2; MEX-5/FITC-TCR2 RNA binding, fluorescence polarization; active compounds read low; activity score (negative = inhibition of binding), % at 10 µM; 300,000 compounds, 0.38% hits; AID 1832;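 active = inhibition past about -25% in most replicates, and total fluorescence under double the plate's negative control median, limit read from the data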;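 also: 0% = DMSO and -100% = 5 µM competing unlabeled TCR2 RNA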
AHR activator: human AHR activation; activation, % at 5 µM; 320,000 compounds, 2.5% hits; AHR-responsive luciferase reporter cells, luminescence; P35869; in the data active = activation above about 47%;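 also: 0% = vehicle wells and 100% = reference agonist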
PME-1 primary: blocks human protein phosphatase methylesterase 1. recombinant PME-1, FP-Rh probe fluorescence polarization. inhibition, % at 5.9 µM. 320,000 compounds, 0.53% hits;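 active = inhibition above the campaign mean of all compounds plus 3 SD, cut at about 26% in these data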;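 also: competitive labeling of PME-1 active site by serine hydrolase directed probe; 0% = PME-1 with DMSO and 100% = wells lacking PME-1 enzyme; inhibitors block probe labeling so polarization falls and inhibition rises; many of its hits are not listed in these tables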
Target sequence (Q9Y570 whole entry, looked up): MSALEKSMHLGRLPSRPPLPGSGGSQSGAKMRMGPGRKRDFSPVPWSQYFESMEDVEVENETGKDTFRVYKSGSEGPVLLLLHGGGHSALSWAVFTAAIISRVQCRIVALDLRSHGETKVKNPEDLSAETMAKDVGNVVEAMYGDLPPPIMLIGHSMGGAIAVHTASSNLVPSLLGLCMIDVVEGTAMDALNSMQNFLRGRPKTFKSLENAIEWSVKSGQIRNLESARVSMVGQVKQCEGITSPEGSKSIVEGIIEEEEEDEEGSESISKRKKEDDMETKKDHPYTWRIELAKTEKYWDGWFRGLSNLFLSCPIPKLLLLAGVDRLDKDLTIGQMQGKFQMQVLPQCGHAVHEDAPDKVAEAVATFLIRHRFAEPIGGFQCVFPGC
BCLXL inh: Bcl-xL (human) inhibition; Q07817; GST-Bcl-xL / FITC-Bim BH3 peptide fluorescence polarization; inhibition, % at 10.9 µM; 320,000 compounds, 0.7% hits; AID 2129;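 active = inhibition above the mean of all tested compounds plus 3 SD, cutoff set per campaign, cut at about 30% in these data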;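 also: 0% = DMSO wells and 100% = unlabeled Bim-BH3 peptide competitor; inhibitors lower millipolarization by displacing the labeled peptide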
Fam108B counter: blocks mouse Fam108B hydrolase in RBBP9 counter-screen; recombinant Fam108B, FP-Rh probe fluorescence polarization; inhibition, % at 9.51 µM; 300,000 compounds, 0.33% hits;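 active = inhibition above the screen mean inhibition plus 3 SD, computed separately per campaign, cut at about 18% in these data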;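 also: inhibitors lower polarization as less probe binds the enzyme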
Numbers without * were called inactive.

What do the screens show for `C[C@@H]1COC(=O)[C@H](NC(=O)OCC2c3ccccc3-c3ccccc32)C/C=C\C[C@@H](CC(=O)N(CCO)Cc2ccccc2)C(=O)N1`?
pPAFAH FP inh: 4; PAFAH1B2 inh: -3; GLD-1 TGE inh: 0; AHR activator: 0

What do the screens show for `CCOC(=O)N1CCN(c2c(NCC3CCCO3)c(=O)c2=O)CC1` (stereo unspecified)?
pPAFAH FP inh: -8; PAFAH1B2 inh: 1; GLD-1 TGE inh: -3; MCL1 BIM primary: -1; MEX-5 binding: 1.2; AHR activator: 1; PME-1 primary: -6; BCLXL inh: -1; Fam108B counter: -2

How did COc1ccc(-c2nnc(N(C)C(=O)c3ccno3)s2)cc1 do in these assays?
pPAFAH FP inh: 2; PAFAH1B2 inh: 8; GLD-1 TGE inh: 6; MCL1 BIM primary: 8; MEX-5 binding: 0.2; AHR activator: 3; PME-1 primary: -5; BCLXL inh: 7; Fam108B counter: 2

What do the screens show for `Cc1ccc(-c2noc(-c3cc4ccccc4oc3=O)n2)cc1`?
pPAFAH FP inh: 3; PAFAH1B2 inh: 4; GLD-1 TGE inh: -4; MCL1 BIM primary: 6; MEX-5 binding: 0.0; AHR activator: 1; PME-1 primary: 1; BCLXL inh: 5; Fam108B counter: -5

Results for Cn1c(=O)n(CC(=O)NCC2CCCO2)c(=O)c2c3c(sc21)COC(C)(C)C3 (stereo unspecified) ?
pPAFAH FP inh: 0; PAFAH1B2 inh: -1; GLD-1 TGE inh: 2; MCL1 BIM primary: 4; MEX-5 binding: 1.6; AHR activator: 6; PME-1 primary: -6; BCLXL inh: 4; Fam108B counter: 1

Results for C/C(=N\Nc1cc(C(F)(F)F)ccc1Cl)c1ccncc1 ?
pPAFAH FP inh: 7; PAFAH1B2 inh: 6; GLD-1 TGE inh: 7; MCL1 BIM primary: -5; MEX-5 binding: 0.8; AHR activator: 7; PME-1 primary: 5; BCLXL inh: -5; Fam108B counter: -1

What do the screens show for `COc1ccc(S(=O)(=O)Nc2cc(C(=O)NC(C)C)ccc2N2CCOCC2)cc1`?
pPAFAH FP inh: -3; PAFAH1B2 inh: 1; GLD-1 TGE inh: -1; MCL1 BIM primary: 0; MEX-5 binding: -0.7; AHR activator: -2; PME-1 primary: -3; BCLXL inh: 2; Fam108B counter: 4

How did Cc1ccc(S(=O)(=O)c2cc3c(=O)n4cccc(C)c4nc3n(CC3CCCO3)c2=N)cc1C (stereo unspecified) do in these assays?
pPAFAH FP inh: -4; PAFAH1B2 inh: -2; GLD-1 TGE inh: -4; MCL1 BIM primary: 1; MEX-5 binding: -4.0; AHR activator: 2; PME-1 primary: -1; BCLXL inh: 0; Fam108B counter: 3

Results for COc1ccccc1S(=O)(=O)Cc1ccc(C(=O)NCc2ccco2)o1 ?
pPAFAH FP inh: 4; PAFAH1B2 inh: 4; GLD-1 TGE inh: 2; MCL1 BIM primary: 7; MEX-5 binding: 1.8; AHR activator: 2; PME-1 primary: -8; BCLXL inh: 6; Fam108B counter: 2

What do the screens show for `CCc1nn(CC(=O)NCCCN(CC)c2cccc(C)c2)c(=O)c2cc3occc3n12`?
pPAFAH FP inh: 5; GLD-1 TGE inh: 0; MCL1 BIM primary: 9; MEX-5 binding: -1.4; AHR activator: 1; PME-1 primary: -3; BCLXL inh: 3; Fam108B counter: -2

How did Cc1cc(C(=O)OCC(=O)c2ccc(Br)s2)c(C)o1 do in these assays?
pPAFAH FP inh: 7; GLD-1 TGE inh: -5; MCL1 BIM primary: -29; MEX-5 binding: 3.4; AHR activator: 3; PME-1 primary: -10; BCLXL inh: -15; Fam108B counter: 5

How did C=CCOc1ccc(CN(C)CC(O)COc2cccc3ccccc23)cc1 (stereo unspecified) do in these assays?
pPAFAH FP inh: 1; PAFAH1B2 inh: 5; GLD-1 TGE inh: -2; MCL1 BIM primary: 1; MEX-5 binding: -1.7; AHR activator: 1; PME-1 primary: -5; BCLXL inh: 2; Fam108B counter: -3

How did CCc1cccc2c(N=O)c(O)[nH]c12 do in these assays?
pPAFAH FP inh: 10; PAFAH1B2 inh: 12; GLD-1 TGE inh: 3; MCL1 BIM primary: 3; MEX-5 binding: 0.3; AHR activator: 15; PME-1 primary: 23; BCLXL inh: 2; Fam108B counter: 5

What do the screens show for `Cc1ccccc1NC(=O)Cc1nc(COC(=O)COc2ccc(C(C)(C)C)cc2)cs1`?
pPAFAH FP inh: 11; PAFAH1B2 inh: 3; GLD-1 TGE inh: -6; MCL1 BIM primary: -1; AHR activator: -1; PME-1 primary: -3; BCLXL inh: -1

Results for Cc1cc(NC(=O)c2cccnc2Cl)ccc1NC(=O)c1cc2ccccc2o1 ?
pPAFAH FP inh: 2; PAFAH1B2 inh: 5; GLD-1 TGE inh: 1; MCL1 BIM primary: 4; MEX-5 binding: 2.7; AHR activator: -5; PME-1 primary: -8; BCLXL inh: 1; Fam108B counter: 0

What do the screens show for `CCCc1cnc(N2CCN(C(=O)c3ccc(F)cc3)CC2)nc1`?
pPAFAH FP inh: 2; PAFAH1B2 inh: 10; GLD-1 TGE inh: -7; MCL1 BIM primary: -5; MEX-5 binding: 0.7; AHR activator: 0; PME-1 primary: -3; BCLXL inh: -1; Fam108B counter: -3

What do the screens show for `COc1ccc(C(=O)N/N=C(\C)Cn2nc([N+](=O)[O-])cc2C)cc1`?
pPAFAH FP inh: -5; PAFAH1B2 inh: 2; GLD-1 TGE inh: -6; MCL1 BIM primary: 1; MEX-5 binding: 1.3; AHR activator: 9; PME-1 primary: -5; BCLXL inh: -2; Fam108B counter: -1

How did C=CCOC(=O)c1[nH]c2c(c1C)C(=O)CC(c1cc(OC)c(OC)c(OC)c1)C2 (stereo unspecified) do in these assays?
pPAFAH FP inh: 2; PAFAH1B2 inh: 4; GLD-1 TGE inh: 4; MCL1 BIM primary: -1; MEX-5 binding: 4.6; AHR activator: 0; PME-1 primary: -3; BCLXL inh: -1; Fam108B counter: 1

How did Cc1ccc(NC(=O)CN2C(=O)C3CCCCN3C(=O)c3ccccc32)cc1 (stereo unspecified) do in these assays?
pPAFAH FP inh: 7; PAFAH1B2 inh: 2; GLD-1 TGE inh: 4; MCL1 BIM primary: -1; MEX-5 binding: 1.0; AHR activator: 0; PME-1 primary: 1; BCLXL inh: 1; Fam108B counter: 1

How did COc1ccc(N(CC(=O)NCCSC2CCCCC2)S(=O)(=O)c2ccc(C)cc2)cc1 do in these assays?
pPAFAH FP inh: -1; PAFAH1B2 inh: 1; GLD-1 TGE inh: 3; MCL1 BIM primary: -2; MEX-5 binding: 0.8; AHR activator: -1; PME-1 primary: 0; BCLXL inh: -4; Fam108B counter: 0

Results for NS(=O)(=O)c1ccc(CNC(=O)CSc2nc3ccc(Cl)cc3[nH]2)cc1 ?
pPAFAH FP inh: 3; PAFAH1B2 inh: 2; GLD-1 TGE inh: 5; MCL1 BIM primary: 4; MEX-5 binding: 1.2; AHR activator: 0; PME-1 primary: -6; BCLXL inh: 5; Fam108B counter: 0

Results for Cc1ccc(C)c(N2CCN(C(=O)C3CCN(S(=O)(=O)c4cccc5nsnc45)CC3)CC2)c1 ?
pPAFAH FP inh: 7; PAFAH1B2 inh: 3; GLD-1 TGE inh: -1; MCL1 BIM primary: 0; MEX-5 binding: -6.5; AHR activator: 0; PME-1 primary: 4; BCLXL inh: 5; Fam108B counter: -2

How did OCCCCNCc1cc(Br)ccc1OCc1ccccc1F do in these assays?
pPAFAH FP inh: -2; PAFAH1B2 inh: 1; GLD-1 TGE inh: 3; MCL1 BIM primary: 7; MEX-5 binding: -1.4; AHR activator: 5; PME-1 primary: -4; BCLXL inh: 1; Fam108B counter: -2

Results for CCc1nc(NC2CCCCC2)c(C#N)c2c1COC(C)(C)C2 ?
pPAFAH FP inh: 3; PAFAH1B2 inh: 5; GLD-1 TGE inh: -1; MCL1 BIM primary: 11; AHR activator: -1; PME-1 primary: 0; BCLXL inh: 8; Fam108B counter: -2

Results for CCOC(=O)c1ccc(NC(=S)N(CCCN2CCCCC2)Cc2ccco2)cc1 ?
pPAFAH FP inh: 2; PAFAH1B2 inh: -3; GLD-1 TGE inh: -1; MCL1 BIM primary: 2; MEX-5 binding: 2.3; AHR activator: 0; PME-1 primary: -3; BCLXL inh: 4; Fam108B counter: -4

How did COC(=O)[C@H](CCSC)NC(=O)Nc1ccc(C(C)=O)cc1 do in these assays?
pPAFAH FP inh: 2; PAFAH1B2 inh: -2; GLD-1 TGE inh: 13; MCL1 BIM primary: 5; MEX-5 binding: 4.1; AHR activator: 19; PME-1 primary: -4; BCLXL inh: 3; Fam108B counter: 3

What do the screens show for `CCCn1c(O)c(N=N)c2ccccc21`?
pPAFAH FP inh: 7; PAFAH1B2 inh: 2; GLD-1 TGE inh: -7; MCL1 BIM primary: -5; MEX-5 binding: -2.2; AHR activator: 4; PME-1 primary: 3; BCLXL inh: 3; Fam108B counter: -1

What do the screens show for `CC(C)(C)OC(=O)C[C@H]1C/C=C\C[C@H](CC(=O)NCCO)C(=O)NCCOC1=O`?
pPAFAH FP inh: 3; PAFAH1B2 inh: 2; GLD-1 TGE inh: 3; AHR activator: 1

Results for CC(C)(C)c1ccc(/C=N/OCC(=O)NCc2ccccc2)cc1 ?
pPAFAH FP inh: 5; PAFAH1B2 inh: 23; GLD-1 TGE inh: -8; MCL1 BIM primary: 0; MEX-5 binding: -2.3; AHR activator: 10; PME-1 primary: -4; BCLXL inh: 1; Fam108B counter: 0

What do the screens show for `O=C(Nc1nnc(SCc2ccccc2F)s1)c1ccco1`?
pPAFAH FP inh: -1; PAFAH1B2 inh: 9; GLD-1 TGE inh: -2; MCL1 BIM primary: 5; MEX-5 binding: 0.9; AHR activator: 4; PME-1 primary: -15; BCLXL inh: 1; Fam108B counter: 1

What do the screens show for `O=[N+]([O-])c1ccccc1S(=O)(=O)N1CCN(C2CCN(Cc3ccccc3)CC2)CC1`?
pPAFAH FP inh: 7; PAFAH1B2 inh: 8; GLD-1 TGE inh: 2; MCL1 BIM primary: 13; MEX-5 binding: -0.9; AHR activator: 42; PME-1 primary: -1; BCLXL inh: 1; Fam108B counter: 1

How did Oc1ccc2cccnc2c1 do in these assays?
pPAFAH FP inh: 1; PAFAH1B2 inh: -2; GLD-1 TGE inh: 25; MCL1 BIM primary: 45*; MEX-5 binding: -14; AHR activator: 6; PME-1 primary: 0; BCLXL inh: 40*; Fam108B counter: 1

How did CC(Oc1ccc2c3c(c(=O)oc2c1)CCC3)C(=O)NCc1ccccn1 (stereo unspecified) do in these assays?
pPAFAH FP inh: 1; PAFAH1B2 inh: -6; GLD-1 TGE inh: 4; MCL1 BIM primary: 3; MEX-5 binding: -2.1; AHR activator: -7; PME-1 primary: -1; BCLXL inh: 4; Fam108B counter: 0

How did Cc1c(C)n(Cc2ccc(F)cc2)c2ccc(C(=O)NCCCN3CCOCC3)cc12 do in these assays?
pPAFAH FP inh: 6; PAFAH1B2 inh: -2; GLD-1 TGE inh: -10; MCL1 BIM primary: 11; MEX-5 binding: -0.5; AHR activator: 8; PME-1 primary: 5; BCLXL inh: 3; Fam108B counter: 1

These rows are one share of the data; the hit share may differ from the screen's.
